Screens from PubChem BioAssay.
TAAR1 ag: agonists of human TAAR1. CHO RD-HGA16 TAAR1, Fluo-8 calcium fluorescence; vehicle wells 0%, saturating PEA agonist 100%. activation, % at 3 µM. 0.99% of 360,000 active. AID 624467;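 active means activation above the mean activation of all test compounds in the run plus 3 SD, cut at about 38% in these data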
Target sequence (Q96RJ0 whole entry, looked up): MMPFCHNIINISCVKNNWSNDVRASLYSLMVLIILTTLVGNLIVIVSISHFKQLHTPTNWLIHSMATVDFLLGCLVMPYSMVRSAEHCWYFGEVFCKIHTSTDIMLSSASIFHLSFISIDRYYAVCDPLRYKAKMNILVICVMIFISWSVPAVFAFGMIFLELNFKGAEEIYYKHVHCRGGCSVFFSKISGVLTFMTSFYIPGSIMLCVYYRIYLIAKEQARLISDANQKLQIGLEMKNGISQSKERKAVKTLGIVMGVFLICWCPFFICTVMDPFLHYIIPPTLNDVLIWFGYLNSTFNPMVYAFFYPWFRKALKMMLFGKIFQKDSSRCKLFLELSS
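Repeats: no replicates (n 1) | Material: CHO-derived RD-HGA16 cells with stable Gα16 and human TAAR1 | Technique: Kinetic Fluo-8 calcium fluorescence | Schedule: 17-24 h seeding, 75 min 37 °C dye, 30 min RT | Evaluation: % activation from peak over basal fluorescence ratio, DMSO-to-PEA scaled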
CHRM1 PAM: human CHRM1 positive allosteric modulation; P11229; CHO-K1 hM1, Fluo-8 calcium fluorescence, ACh EC20; 0% = ACh EC20, 100% = maximal ACh; activation, % at 3 µM; 0.088% of 360,000 active; AID 588819; in the data active means activation above about 19%, passing the limit was not always enough
M5 ag: CHRM5 agonism in calcium assay. CHO-K1 hM5 cells, Fluo-8 calcium fluorescence; 0% DMSO wells, 100% maximal acetylcholine response. activation, % at 3 µM. P08912. 0.19% of 360,000 active;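 active means activation above the run's mean over test compounds plus 3 SD, cut at about 23% in these data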;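 further: signal is peak over basal fluorescence ratio across the kinetic read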
M4 ag: agonists of human muscarinic M4 receptor (CHRM4) | CHO-K1 hM4/Gqi5, Fluo-8 calcium fluorescence; vehicle 0%, full acetylcholine response 100% | activation, % at 3 µM | 0.14% of 360,000 active | AID 624127;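 active means activation above the run mean over all test wells plus 3 SD, cut at about 32% in these data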;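 further: peak over basal fluorescence ratio per well then scaled between controls; 0% = DMSO wells and 100% = acetylcholine at EC100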
Target sequence (P08173 whole entry, looked up): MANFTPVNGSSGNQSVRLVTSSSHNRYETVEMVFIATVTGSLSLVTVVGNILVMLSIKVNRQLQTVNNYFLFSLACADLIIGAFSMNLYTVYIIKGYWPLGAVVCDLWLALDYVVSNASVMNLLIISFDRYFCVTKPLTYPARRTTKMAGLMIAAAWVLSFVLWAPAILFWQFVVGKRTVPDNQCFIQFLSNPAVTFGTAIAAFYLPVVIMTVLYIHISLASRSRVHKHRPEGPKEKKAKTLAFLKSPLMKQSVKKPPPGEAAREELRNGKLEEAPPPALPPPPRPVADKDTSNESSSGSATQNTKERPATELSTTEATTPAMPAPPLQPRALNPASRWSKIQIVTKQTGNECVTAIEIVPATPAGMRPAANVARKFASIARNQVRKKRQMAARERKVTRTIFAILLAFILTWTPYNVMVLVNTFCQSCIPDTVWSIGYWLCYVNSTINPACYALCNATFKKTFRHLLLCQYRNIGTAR
M4 antag: CHRM4 antagonism in calcium assay; CHO-hM4 cells, ACh EC80, Fluo-8 calcium fluorescence; 0.73% of 360,000 active; P08173; inhibition, % at 3 µM;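 active means inhibition above its plate's cutoff, the mean inhibition of sample wells plus 3 SD, cut at about 27% in these data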;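 further: 0% = acetylcholine EC80 with DMSO and 100% = DMSO without agonist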
M5 antag: blocks acetylcholine activation of human M5 receptor; CHO-hM5 cells, Fluo-8 calcium fluorescence, ACh EC80; inhibition, % at 3 µM; 0.59% of 360,000 active; AID 624040;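 active means inhibition above a per-plate cutoff, the mean of that plate's test compounds plus 3 SD, cut at about 27% in these data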;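 further: 0% = acetylcholine EC80 with DMSO and 100% = DMSO without agonist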
M5 PAM: positive allosteric modulators of human muscarinic M5 receptor; P08912; CHO-K1 hM5, Fluo-8 calcium, ACh EC20 PAM; 0% = ACh EC20, 100% = ACh EC100; activation, % at 3 µM; 0.3% of 360,000 active; AID 624038;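 active means activation above the run cutoff, the mean activation of all test compounds plus 3 SD, cut at about 18% in these data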
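Replicates: One well per compound, no replicates | System: Human M5 receptor in CHO-K1 cells | Benchmarks: Low control EC20 acetylcholine (0%), high control EC100 acetylcholine (100%) | Probe or stimulus: Acetylcholine, EC20 level | Times: Fluo-8 loading 80 min at 37 °C plus 30 min room temperature | Signal: Intracellular calcium via Fluo-8 fluorescence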
CHRM1 agonist: activates human CHRM1 receptor. P11229. CHO-K1 hM1, Fluo-8 calcium fluorescence, agonist mode; 0% DMSO, 100% acetylcholine EC100. activation, % at 3 µM. 0.33% of 360,000 active;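 active means activation above the run's mean compound activation plus 3 SD, cut at about 16% in these data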;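 further: peak over basal fluorescence ratio within a 140 s kinetic read after compound addition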
M1 antag: blocks human M1 muscarinic receptor | P11229 | CHO-K1 hM1, Fluo-8 calcium fluorescence, ACh EC80 antagonist | inhibition, % at 3 µM | 1.3% of 360,000 active;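 active means percent inhibition above its own plate's cutoff, namely the mean of that plate's compound wells plus 3 SD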;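 further: peak over basal fluorescence ratio during 140 s after agonist addition; 0% = ACh EC80 plus DMSO and 100% = DMSO alone without agonist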
The depositor's hits bear a star; x = no result given. Only part of the results is shown (hit frequency here may not be typical).

#	Structure	TAAR1 ag	CHRM1 PAM	M5 ag	M4 ag	M4 antag	M5 antag	M5 PAM	CHRM1 agonist	M1 antag
1	Cc1cc(=O)n2[nH]c(N)c(N=Nc3ccccc3)c2n1	1	6	-2	-1	7	1	-1	-8	-12
2	COc1ccc(S(=O)(=O)c2ccc(OCC3CO3)cc2)cc1 (stereo unspecified)	0	6	-2	1	-4	-4	2	-4	-4
3	C[C@H](CO)N1C[C@H](C)[C@@H](CN(C)S(=O)(=O)c2ccc(F)cc2)Oc2c(NC(=O)Nc3ccc(C(F)(F)F)cc3)cccc2C1=O	11	-4	0	6	15	9	3	-7	5
4	COC(=O)c1c(NC(=O)/C=C/C(=O)O)sc(C)c1-c1ccc(C)cc1	0	4	3	-1	-8	-7	9	-4	-12
5	COCC(C)n1c(C)cc(C(=O)COC(=O)CN=C2NS(=O)(=O)c3ccccc32)c1C (stereo unspecified)	1	8	-1	3	8	7	-7	-4	-7
6	O=C(CCNS(=O)(=O)c1ccccc1)OCC(=O)c1ccc(Cl)cc1	6	0	7	13	-8	3	-9	2	4
7	COc1ccc([C@@H]2CC=C(C(=O)O)[C@H](c3ccc(C)cc3)N2S(=O)(=O)c2ccc(C)cc2)cc1OC	6	3	1	0	5	8	0	-5	-10
8	CCc1ccccc1NC(=O)CN1CCN(CC(=O)NCc2ccc(Cl)cc2)CC1	5	1	0	5	-9	10	3	-3	1
9	Cc1cc([N+](=O)[O-])nn1CC(=O)Nc1cccc2nonc12	1	7	2	2	6	-2	4	-4	-9
10	O=C(O)CCSc1nnc(SCC(=O)NC2CCS(=O)(=O)C2)s1 (stereo unspecified)	1	6	3	0	11	2	2	1	-9
11	CC(C)c1ccccc1NC(=S)NC1CCN(Cc2ccccc2)CC1	12	-2	-1	3	-4	10	3	-7	-4
12	O=C(CSc1nnc(CNc2ccc(F)cc2)n1CC1CCCO1)Nc1ccccc1 (stereo unspecified)	13	2	0	1	9	2	-5	-2	13
13	COCCn1c(SCC#N)nnc1-c1ccc([N+](=O)[O-])cc1	8	1	-2	1	-14	-2	5	-4	8
14	CCOc1ccc(C(CC(=O)O)NC(=O)c2cccs2)cc1 (stereo unspecified)	9	7	-2	1	3	2	4	-5	-9
15	O=C(NC1CCCCC1)c1ccc(COc2ccccc2)o1	0	0	2	0	12	1	3	-3	-1
16	C=CCn1c(=O)/c(=C/c2cc(OC)c(OC)c(OC)c2)s/c1=C(/C#N)c1nc2ccccc2n1C	11	-6	-3	4	3	12	-9	-2	15
17	O=C(COc1ccc(-c2nnc(N3CCCCC3)c3ccccc23)cc1)N1CCCCC1	10	-9	-9	4	2	4	-6	-2	11
18	COc1ccc(C(C(=O)Nc2ccc3c(c2)OCCO3)n2c(=O)c(-c3ccco3)nc3ccccc32)cc1 (stereo unspecified)	0	x	1	-1	8	6	-3	x	x
19	S=C(N/N=C1\CCc2ccccc21)NC1CCCCC1	2	3	-4	-1	-12	2	2	-2	-1
20	CCCCCCCCNCCS(=O)(=O)NN1CCOCC1	0	9	0	1	-21	-8	-3	-4	-10
21	CCN(CC)S(=O)(=O)c1ccc(N2CCOCC2)c(NC(=O)C2COc3ccccc3O2)c1 (stereo unspecified)	1	-5	-2	8	0	13	-11	-3	7
22	COCCCC1CCN(C(=O)C2CCC(=O)N(C3CCCC3)C2)CC1 (stereo unspecified)	6	9	-4	1	8	15	-3	-1	-11
23	COC(=O)c1cccc(COC(=O)c2ccccc2NC(=O)c2ccco2)c1	3	9	2	0	-3	-3	3	-1	-15
24	COC(=O)c1c(NC(=O)Cc2ccccc2)sc(C)c1C	7	10	-1	-2	0	-4	3	1	-14
25	CC(C)CNC(=O)c1ccc2c(c1)C(=O)N(Cc1ccco1)C2=O	0	1	0	2	3	11	-2	-1	-5

In the list so far, these contain a halogen:
#	Structure	TAAR1 ag	CHRM1 PAM	M5 ag	M4 ag	M4 antag	M5 antag	M5 PAM	CHRM1 agonist	M1 antag
3	C[C@H](CO)N1C[C@H](C)[C@@H](CN(C)S(=O)(=O)c2ccc(F)cc2)Oc2c(NC(=O)Nc3ccc(C(F)(F)F)cc3)cccc2C1=O	11	-4	0	6	15	9	3	-7	5
6	O=C(CCNS(=O)(=O)c1ccccc1)OCC(=O)c1ccc(Cl)cc1	6	0	7	13	-8	3	-9	2	4
8	CCc1ccccc1NC(=O)CN1CCN(CC(=O)NCc2ccc(Cl)cc2)CC1	5	1	0	5	-9	10	3	-3	1
12	O=C(CSc1nnc(CNc2ccc(F)cc2)n1CC1CCCO1)Nc1ccccc1 (stereo unspecified)	13	2	0	1	9	2	-5	-2	13

Additional results follow:
#	Structure	TAAR1 ag	CHRM1 PAM	M5 ag	M4 ag	M4 antag	M5 antag	M5 PAM	CHRM1 agonist	M1 antag
26	Cc1ccc(/C=[N+](\[O-])c2ccc(N(C)C)cc2)c2nsnc12	8	6	1	1	7	8	-4	-7	-5
27	C[C@H]1CNC(=O)C(=O)N1C[C@H](Cc1ccc(O)cc1)NC(=O)CC12CC3CC(CC(C3)C1)C2	0	17	0	2	3	5	7	1	-10
28	CC(=O)N1CCN(c2ccc(C(N)=O)cc2[N+](=O)[O-])CC1	1	5	1	1	4	0	4	-4	-2
29	CC(Oc1coc(CN2CCN(C(=O)c3ccco3)CC2)cc1=O)c1ccccc1 (stereo unspecified)	5	14	1	2	1	2	2	-3	-18
30	Cc1ccc(C(=O)Nc2ccc3c(c2)OCO3)cc1S(=O)(=O)N1CCCC1	11	1	-2	2	13	-4	0	-3	2
31	CS(=O)(=O)c1ccc(Cl)c(NC(=O)CN2CCN(S(=O)(=O)/C=C/c3ccccc3)CC2)c1	2	2	-2	6	5	-3	-3	-3	-5
32	C=CCNC(=O)/C(=C\c1ccc2c(c1)OCO2)NC(=O)c1ccc(Br)cc1	1	2	-1	0	-17	4	-2	-4	10
33	CCOC(=O)C1=C(C)NC(=O)C(C#N)C1c1ccco1 (stereo unspecified)	10	3	0	0	-1	0	4	0	-6
34	Nc1nc(SCC(=O)Nc2ccc(Br)cc2Br)n[nH]1	2	5	0	2	-2	6	0	1	-13
35	O=C(NC(=O)c1ccccc1Cl)C(=O)Nc1ccc(Cl)cc1	5	12	-2	0	-5	7	-1	-2	-17
36	COC(=O)c1cc(NC(=O)CN(c2cccc(OC)c2)S(=O)(=O)c2ccccc2)ccc1Cl	7	-6	-3	10	8	22	-17	-8	8
37	CC1(C)CC(=O)c2sc(NC(=O)CCS(=O)(=O)c3ccccc3)nc2C1	5	-5	3	2	1	-2	-1	-2	9
38	CCOc1ccc(N(CC(=O)O)S(=O)(=O)c2cccnc2)cc1	0	-4	4	1	-5	4	5	-1	-5
39	Cc1nn(-c2ccccc2)c(Cl)c1/C=N/NC(=O)c1cccc(S(=O)(=O)N2CCCC2)c1	5	-3	0	1	4	12	-3	-6	0
40	Cc1nc(NC(=O)c2ccco2)sc1-c1csc(Nc2ccc(Cl)cc2Cl)n1	19	14	47*	3	-12	20	17	14	1
41	O=C(Nc1ccccc1-c1nnn(CC(=O)N2CCN(c3ccccc3)CC2)n1)c1cccs1	22	-6	3	10	-5	4	-2	-2	6
42	Cc1ccc(S(=O)(=O)N2CCOCC2)cc1NC(=O)CNCc1cccnc1	0	7	1	1	-2	4	-5	-3	-1
43	CC1(C)CC(=O)C2=C(C1)OC(=O)C2(NC(=O)c1cccs1)C(F)(F)F (stereo unspecified)	18	0	-1	1	2	12	5	-3	-16
44	Cc1nn(C)c(C)c1NC(=O)c1ccc(Br)o1	1	10	0	0	1	2	3	-1	-12
45	Cc1nc(-c2c(C(=O)NNC(=O)Nc3c(C)cccc3C)noc2C)cs1	3	11	-3	1	-8	3	2	-3	-24
46	COc1ccc(C[C@H]2CN3C(=NC[C@H]3Cc3ccccc3)N2CCNC(=O)CCC2CCCCC2)cc1	35	-3	-10	2	-3	2	6	-12	0
47	O=C(CCC(=O)N1CCOCC1)c1ccc(F)cc1	7	5	-2	2	3	2	4	-5	-6
48	Cc1cc(Cl)ccc1NC(=O)/C=N/O	4	6	4	0	-8	-9	16	-3	-14
49	CCOC(=O)C1=C(COC(=O)C2CC(=O)N(CCc3ccccc3)C2)NC(=O)NC1C (stereo unspecified)	2	1	3	2	-6	2	-2	-2	1
50	Cc1ccc(C)c(NC(=O)CSc2ccc(S(=O)(=O)N3CCCC3)cn2)c1	3	-4	0	1	-5	-3	1	-5	4
51	Cc1ccc(S(=O)(=O)N(C)C)cc1NC(=O)CN1C(=O)NC2(CCCc3ccccc32)C1=O (stereo unspecified)	-1	13	-1	-1	1	-3	4	-2	-18
52	C=CCNc1nc(Cl)nc(Nc2cc(Cl)ccc2OC)n1	-1	0	-1	0	-3	-5	1	-3	-3
53	CN(C)c1ccc(N/C=C/C(=O)c2ccco2)cc1	15	5	-3	2	-1	0	0	-3	-11
54	CCn1cc(CN2CCC(n3nccc3NC(=O)C3CCCC3)CC2)cn1	1	3	-4	0	-13	-5	1	-2	3
55	Cc1ccc(NC(=O)c2sc(=S)n(-c3cc(C)ccc3F)c2N)cc1	0	-4	1	1	-5	10	-3	-5	14
56	Cc1nc2ccccc2c(C(=O)O)c1-c1ccccn1	0	5	4	1	-14	11	9	2	-7
57	O=C1C(Cl)=C(Nc2cccc(O)c2)C(=O)N1Cc1ccccc1	5	1	1	6	6	12	-13	-3	3
58	COc1cccc(N2CCN(S(=O)(=O)c3c(C)[nH]c(C)c3C(=O)N3CCCC3)CC2)c1	0	1	1	0	-6	-10	6	-2	1
59	COc1ccc(/C=N/Nc2nc3ccccc3o2)cc1O	7	11	-4	3	0	1	4	2	-10
60	O=C1C=C(c2cccc(O)c2)C[C@@H](c2ccc(F)cc2)C1	3	-11	5	6	8	12	-19	0	19
61	CC1(C(=O)NCCc2ccccc2)Cc2c(-c3ccccc3)ccnc2O1 (stereo unspecified)	2	6	-1	3	-14	-2	0	-2	-9
62	CC(C)CCN1CCN(Cc2cn[nH]c2C2CCCCC2)CC1CCO (stereo unspecified)	0	8	-10	1	-8	5	6	-6	-6
63	Cc1ccc(S(=O)(=O)Nc2cncnc2NS(=O)(=O)c2ccc(C)cc2)cc1	3	2	1	3	0	8	-7	-4	-8
64	COc1cc(C)c(-c2[nH]ncc2-c2csc(C)n2)c(O)c1	15	6	7	5	4	-1	-4	4	-3
65	NC(Cc1cnc[nH]1)c1csc(Nc2ccc(C(F)(F)F)cn2)n1 (stereo unspecified)	3	3	1	1	-4	-1	2	-4	-13
66	CCOC(=O)C1=CC[C@@H](c2ccc([N+](=O)[O-])cc2)N(S(=O)(=O)c2ccc(C)cc2)[C@H]1c1ccccc1	3	4	1	1	-9	-1	5	-7	4
67	CCOc1ccc2c(c1)C(C)=CC(C)(C)N2S(=O)(=O)c1ccc(F)cc1	-1	4	-10	-1	-18	-7	-3	-7	-13
68	CC(C)OC(=O)c1c(NC(=O)c2cnn3c2NC(c2ccccc2)CC3C(F)(F)F)sc2c1CCCC2 (stereo unspecified)	1	6	-1	1	1	1	1	-1	-7
69	COc1ccc(-c2nc(CS(=O)CC(=O)NCc3ccccn3)c(C)o2)cc1 (stereo unspecified)	x	10	-1	1	-14	-5	2	-2	-13
